# ERp5 block – inhibitors of ERp5-driven insulin aggregation, primary screen, biochemical, turbidity, absorbance 650 nm, single point | 90 min | inhibition, % at 9.99 µM | 350,000 compounds, 0.05% hits | AID 651711, 2012;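 active = mean replicate inhibition above about 25%, with every replicate also reaching it, limit read from the data, passing the limit was not always enough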
# RAD54 branch – inhibitors of human RAD54 branch migration, primary screen, biochemical, fluorescence, single point; DNA repair and recombination protein RAD54-like (Homo sapiens), Q92698; AID 602329, 2012; RAD54 Holliday junction branch migration, FAM/BHQ fluorescence; inhibition, % at 10.4 µM; 360,000 compounds, 0.14% hits;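 active = mean normalized replicate activity at least 40 and at least half of replicates scoring 40 or more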;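 note: 0% = median of neutral control wells and 100% = median of positive control wells; inhibitors cause a drop in the FAM fluorescence signal; in these data hits start at about 50%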
# E-sel inducer – E-selectin induction in HUVECs, primary screen, imaging, HUVEC, immunofluorescence imaging, single point; P16581; normalized: neutral wells 0, TNF-alpha wells 100; activation, % at 7.58 µM; 260,000 compounds, 0.37% hits; AID 686992, 2013;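 active = mean E-selectin-positive cell signal at least 10% of the positive control, reached in at least 60% of replicates, without over 20% cell loss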;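 note: in these data hits start at about 27%; measured in HUVEC primary endothelial cells; signal is the percent of cells scored E-selectin positive by PE staining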
#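 Test system: HUVEC; input: 3,000 HUVEC/well; measured by: immunofluorescence imaging; read-out: % PE-positive cells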
# S100A4 MyoIIA – inhibitors of S100A4-myosin IIA peptide binding, primary screen, biochemical, fluorescence polarization, TAMRA-MyoIIA peptide; Protein S100-A4 (Homo sapiens), P26447; inhibition, % at 10.7 µM; 360,000 compounds, 0.14% hits; AID 652163, 2013;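 active = mean inhibition of at least 70% across replicates, with every replicate also reaching that level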
# Target sequence (P26447 whole entry, looked up): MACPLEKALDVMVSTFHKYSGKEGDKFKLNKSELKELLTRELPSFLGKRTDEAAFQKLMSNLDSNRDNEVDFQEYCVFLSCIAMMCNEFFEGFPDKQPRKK
#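 System – human S100A4 monomer protein, biochemical binding assay · Buffer or medium – Calcium-containing HEPES buffer, pH 7.2 · Timing – 5 min between mix addition and reading · Also added – TAMRA-labelled myosin IIA heavy-chain peptide probe, 5 nM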
# ERAP1 HTS inh – human ERAP1 aminopeptidase inhibitors, primary screen, biochemical, single point, plate reader; Endoplasmic reticulum aminopeptidase 1 (Homo sapiens), Q9NZ08; inhibition, % at 10.7 µM; recombinant ERAP1, Leu-AMC fluorescence, 60 min; 340,000 compounds, 0.15% hits;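 active = mean replicate inhibition of at least 30%, or all replicates individually reaching that 30% level; inactive = mean below 30% and not every replicate reaching it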;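 note: 0% = neutral control wells and 100% = L-leucinethiol positive control wells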
# Target sequence (Q9NZ08 whole entry, looked up): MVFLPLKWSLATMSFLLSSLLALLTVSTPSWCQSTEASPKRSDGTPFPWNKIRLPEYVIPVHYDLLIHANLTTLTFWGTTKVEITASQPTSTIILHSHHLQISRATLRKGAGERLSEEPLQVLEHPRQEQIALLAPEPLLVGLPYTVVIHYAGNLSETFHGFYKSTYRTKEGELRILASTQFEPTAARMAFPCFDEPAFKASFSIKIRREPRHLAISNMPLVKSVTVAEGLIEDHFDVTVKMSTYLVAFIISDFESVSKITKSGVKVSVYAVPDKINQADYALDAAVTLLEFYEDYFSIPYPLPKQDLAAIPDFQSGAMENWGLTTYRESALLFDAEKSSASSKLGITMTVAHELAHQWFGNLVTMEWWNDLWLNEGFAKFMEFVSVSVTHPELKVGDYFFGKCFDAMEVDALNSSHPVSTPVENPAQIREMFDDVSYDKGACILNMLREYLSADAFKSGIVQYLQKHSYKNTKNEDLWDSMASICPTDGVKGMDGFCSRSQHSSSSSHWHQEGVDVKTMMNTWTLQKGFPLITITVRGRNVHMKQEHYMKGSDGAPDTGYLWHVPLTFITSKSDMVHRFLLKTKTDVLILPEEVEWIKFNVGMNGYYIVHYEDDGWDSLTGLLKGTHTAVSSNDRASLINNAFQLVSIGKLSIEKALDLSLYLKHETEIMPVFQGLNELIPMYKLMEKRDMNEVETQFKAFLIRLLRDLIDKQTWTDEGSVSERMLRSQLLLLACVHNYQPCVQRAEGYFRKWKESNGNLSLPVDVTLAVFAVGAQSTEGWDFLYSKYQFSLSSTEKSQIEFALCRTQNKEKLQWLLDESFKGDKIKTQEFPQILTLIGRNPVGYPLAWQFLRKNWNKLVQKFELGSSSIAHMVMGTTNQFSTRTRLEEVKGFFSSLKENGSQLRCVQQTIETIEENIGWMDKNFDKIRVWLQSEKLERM
# esBAF inh – Bmi1 luciferase reporter increase in mESCs, primary screen, esBAF inhibitor project, mouse ES cells, Bmi1 luciferase knock-in, single point. reporter increase, % at 12.5 µM. AID 602393, 2012. 350,000 compounds, 2% hits. 24 h; 100% = twice the neutral-well signal; in the data active = activation above about 40%;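 note: 0% = median of the plate's neutral control wells and 100% = double that signal; a rise in the Bmi1 reporter signal indicates esBAF inhibition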
# Xi reactivation – activators of inactive X chromosome reactivation, primary screen, imaging, XiGFP fibroblasts, GFP high-content imaging, set 2 | XiGFP mouse fibroblasts, % GFP-positive cells imaging, 3 d; cells co-treated with 5-aza-dC sensitizer; scaled so ellipticine positive control = 100% | activation, % at 7.58 µM | 360,000 compounds, 0.055% hits;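 active = mean normalized replicate activation at least 10% and every replicate at or above 10%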;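 note: 0% = median of on-plate neutral control wells and 100% = ellipticine 6 µM median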
#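 System: 68-5-11 XiGFP fibroblast line; Timing: 3 days compound exposure; Compound dosing: one concentration, pinned; Benchmarks: positive control ellipticine, 6 µM final; Buffer or medium: DMEM containing 5-aza-dC.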
# RAD52 inh – RAD52 DNA annealing inhibitors, primary screen, biochemical, FRET, single point, set 2; DNA repair protein RAD52 homolog (Homo sapiens), P43351; recombinant RAD52 DNA annealing, FRET fluorescence; inhibition, % at 18.7 µM; 360,000 compounds, 0.46% hits; AID 651710, 2012;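 active = every replicate showing at least 50% inhibition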
# The depositor's hits bear a star; . = not tested or not shown.
Structure,ERp5 block,RAD54 branch,E-sel inducer,S100A4 MyoIIA,ERAP1 HTS inh,esBAF inh,Xi reactivation,RAD52 inh
Cc1cc(C)c(C)c(S(=O)(=O)N2CCC(C(=O)Nc3ccncc3)CC2)c1C,2,3,0.3,0,1,-2,-0.1,-12
CCC(NS(=O)(=O)c1ccc2c(c1)Cc1cc(S(=O)(=O)NC(CC)C(=O)O)ccc1-2)C(=O)O (configuration not stated),-1,-5,.,-21,-3,5,0.1,-14
C[C@@H]1CCCCO[C@@H](CN(C)C(=O)Nc2ccccc2)[C@@H](C)CN([C@@H](C)CO)C(=O)c2cc(NC(=O)CCC(F)(F)F)ccc2O1,-7,.,.,-4,6,.,0.1,-6
Cc1ccc(S(=O)(=O)NC2=C(N3CCN(Cc4ccccc4)CC3)C(=O)c3ccccc3C2=O)cc1,0,4,-0.1,2,3,.,0.0,-6
COc1ccccc1N1CCN(C(=O)[C@@H]2CCCN2C2=NS(=O)(=O)c3ccccc32)CC1,1,2,-0.1,-2,-1,6,0.1,13
Cc1cc(OCC(=O)NCCc2ccc(S(N)(=O)=O)cc2)c2c(C)c(C)c(=O)oc2c1,-1,-8,.,-8,2,-4,0.1,-11
O=C(CN1C(=O)COc2ccc(Cl)cc21)Nc1ccccn1,1,1,0.6,1,0,0,0.3,-25
O=C(COc1ccc(F)cc1)N/N=C/c1cccc2cccnc12,5,-21,-0.3,1,1,.,0.0,-9
CCc1nnc(NS(=O)(=O)c2ccc(NC(=S)Nc3ccc(F)cc3)cc2)s1,3,.,0.3,-1,1,-2,0.0,-19
O=C(CNC(=O)c1ccc(Cl)c([N+](=O)[O-])c1)NCC1CCCO1 (configuration not stated),0,2,.,1,0,-6,0.0,-21

# Single records, from the list above. Order of screens: ERp5 block	RAD54 branch	E-sel inducer	S100A4 MyoIIA	ERAP1 HTS inh	esBAF inh	Xi reactivation	RAD52 inh
# CCC(NS(=O)(=O)c1ccc2c(c1)Cc1cc(S(=O)(=O)NC(CC)C(=O)O)ccc1-2)C(=O)O (configuration not stated) is listed with -1	-5	.	-21	-3	5	0.1	-14
# O=C(CNC(=O)c1ccc(Cl)c([N+](=O)[O-])c1)NCC1CCCO1 (configuration not stated) is listed with 0	2	.	1	0	-6	0.0	-21

# Carrying on.
Structure,ERp5 block,RAD54 branch,E-sel inducer,S100A4 MyoIIA,ERAP1 HTS inh,esBAF inh,Xi reactivation,RAD52 inh
Cc1n[nH]c(=S)n1/N=C/c1c(O)ccc2ccccc12,1,-10,0.5,1,8,7,0.2,-10
CSCC(=O)N1CCCC(CNC(=O)c2ccc(-c3ccccc3)cc2)C1 (configuration not stated),-2,-4,0.5,3,-4,10,-0.3,-11
NS(=O)(=O)c1ccc(CCNS(=O)(=O)c2ccc3c(c2)NC(=O)CO3)cc1,-1,.,.,-24,0,-5,0.1,-9
COc1cccc(CC(=O)Nc2cc(C(F)(F)F)ccc2N2CCCC2)c1,4,-2,-1.3,-1,2,-7,0.3,-7
Cc1cc(Oc2cccnc2)ccc1NC(=O)Cc1cn(C)c2ccccc12,-1,.,0.6,1,0,.,0.4,-15
CCOC(=O)CCCCC(=O)c1[nH]c(=O)[nH]c1CSCCO,-1,15,.,0,-2,-3,.,3
Cc1cc2oc(C(=O)Nc3nonc3C)c(C)c2cc1Cl,2,-4,-0.3,-5,1,44*,0.0,-13
CC(=O)/C(=N\Nc1ccc(Cl)cc1Cl)Sc1cccc2cccnc12,4,6,.,0,0,.,1.9,-8
C[C@@H]1CN([C@H](C)CO)C(=O)c2cc(N(C)C)ccc2O[C@@H]1CN(C)C(=O)NC1CCCCC1,0,-2,-1.2,-2,0,-1,0.0,-15
Cc1ccn(CC(=O)N2CCCC(N3CCN(c4cccc(C(F)(F)F)c4)CC3)C2)n1 (configuration not stated),2,-3,0.2,-1,6,12,0.0,-5
c1ccc(Cc2nc3ccccc3s2)cc1,-2,-14,0.2,20,-1,29,0.1,-24
CC(C)N1CCN(Cc2cccc3nonc23)CC1CCO (configuration not stated),3,6,1.7,-14,-2,1,0.5,-20
CS(=O)(=O)Nc1ccc2c(c1)[C@@H]1C[C@@H](CC(=O)NCC3CC3)O[C@@H](CO)[C@@H]1O2,2,22,0.6,25,3,1,0.2,8
C/C(=N\NC(=O)C1CC1c1ccccc1)c1cccs1 (configuration not stated),-3,-9,.,-2,3,1,.,-5
CCCN(CC(=O)Nc1ccccc1OC)C(=O)c1ccc(COc2ccccc2)o1,-1,.,-0.2,7,3,-1,-0.1,-3
O=C(CCC1CCCN(C(=O)c2cc3ccccc3o2)C1)NCc1ccc(F)c(F)c1 (configuration not stated),-2,-5,0.0,-2,-2,56*,0.0,-12
CCN(CC(=O)NCC(=O)Nc1cccc(C)c1C)Cc1ccccc1,0,-9,0.9,0,2,7,0.8,-1
COc1cccc(C(=O)C2CCCN(C(=O)CCc3scnc3C)C2)c1 (configuration not stated),5,.,6.2,2,-1,.,-0.1,-13
CCCCN(Cc1ccco1)S(=O)(=O)c1csc(C(N)=O)c1,3,0,.,-5,0,13,0.2,-18
O=C(OCC(=O)N1CCCc2ccccc21)c1cc(S(=O)(=O)N2CCOCC2)ccc1Cl,-2,1,-0.1,-3,3,.,0.0,-11

# Look-ups from the entries so far:
# E-sel inducer result of `CS(=O)(=O)Nc1ccc2c(c1)[C@@H]1C[C@@H](CC(=O)NCC3CC3)O[C@@H](CO)[C@@H]1O2` → 0.6
# ERp5 block result of `CCCCN(Cc1ccco1)S(=O)(=O)c1csc(C(N)=O)c1` → 3
# S100A4 MyoIIA result of `O=C(CCC1CCCN(C(=O)c2cc3ccccc3o2)C1)NCc1ccc(F)c(F)c1` (configuration not stated) → -2

# esBAF inh: entries above that show a hit.
Compound	ERp5 block	S100A4 MyoIIA	ERAP1 HTS inh	esBAF inh	RAD52 inh
Cc1cc2oc(C(=O)Nc3nonc3C)c(C)c2cc1Cl	2	-5	1	44*	-13
O=C(CCC1CCCN(C(=O)c2cc3ccccc3o2)C1)NCc1ccc(F)c(F)c1 (configuration not stated)	-2	-2	-2	56*	-12

# Next part:
Structure,ERp5 block,RAD54 branch,E-sel inducer,S100A4 MyoIIA,ERAP1 HTS inh,esBAF inh,Xi reactivation,RAD52 inh
O=C(CNC(=O)N1CC(=O)Nc2ccccc21)Nc1ccccc1,11,4,.,7,0,2,0.1,-9
Cc1ncc(CO)n1Cc1ccc(Cl)cc1,0,-8,0.2,1,-2,4,0.1,-17
C[C@@H]1CN([C@@H](C)CO)C(=O)c2cc(C#CC(C)(C)O)cnc2O[C@@H]1CN(C)C(=O)CN(C)C,-6,0,-0.1,0,0,1,0.1,-8
Cc1cc(=O)[nH]c(SCC(=O)NC2CCCCC2)n1,2,-5,0.3,-9,3,-3,0.1,-1
COc1cc(N=Nc2ccccc2C(=O)O)ccc1O,6,-12,-0.2,-36,-7,-15,0.0,-43
COc1ccc(C(CC(=O)N2CCCC2)c2c(OC)cc(OC)c3ccc(=O)oc23)cc1 (configuration not stated),-2,-2,-0.2,-5,.,-4,0.0,-15
CN(CC(=O)Nc1ccccc1Cl)C(=O)CCSc1ccc(F)cc1,-3,0,.,-4,3,.,0.2,-3
O=C(COc1ccccc1Cl)Nc1ccc2oc(=O)ccc2c1,-1,-1,-0.3,-3,-1,8,0.0,-2
Cc1[nH]n(-c2ccc(Cl)cc2)c(=O)c1C(=O)c1ccccc1,-10,-5,.,4,9,3,0.0,-13
COc1ccccc1C#Cc1ccc2c(c1)O[C@@H](CN(C)Cc1ccncc1)[C@H](C)CN([C@@H](C)CO)S2(=O)=O,-7,-7,.,19,-3,-1,-0.1,4
CCCCn1c(N)c(N(CC(C)C)C(=O)c2cccc(S(=O)(=O)N(C)c3ccccc3)c2)c(=O)[nH]c1=O,4,-1,.,-3,-3,-15,0.3,-20
COc1ccc(CC(=O)OCC(=O)NCCNC(=O)COC(=O)Cc2ccc(OC)cc2)cc1,7,-2,0.4,-9,0,.,0.0,-1
C#CCN(C[C@@H]1[C@@H](OC(=O)NCC2CCCCC2)[C@@H](OC(=O)NCC2CCCCC2)Cn2c(=O)ccc(=O)n21)S(=O)(=O)c1ccc(C)cc1,-4,-4,-0.1,-5,3,-59,-0.3,-6
Cc1cccc(N2CCN(c3ccc4cc(S(=O)(=O)N5CCCCC5)ccc4n3)CC2)c1C,4,-9,.,-12,0,-1,0.0,-11
COc1cccc(S(=O)(=O)Nc2ccc3c(c2)OCCO3)c1,5,-4,.,3,-2,-10,0.0,-7
CN(CC(=O)Nc1ccc(F)cc1)C(=O)c1ccncc1,5,-18,-1.3,-21,2,-7,0.1,-10
CCOC(=O)N1CCN(C(=O)C2CCN(Cc3ccc(OC)cc3OC)CC2)CC1,1,.,5.2,-1,-8,.,-0.2,-5
O=C(c1ccc2ccccc2n1)N1CCN(S(=O)(=O)c2ccccc2)CC1,-3,5,-1.2,-2,1,-2,0.4,-9
CC[C@@H](C)[C@@H]1CN([C@@H](CN2CCC[C@H]2CN2C(N)=NC[C@H]2CC(C)C)C(C)C)C(=N)N1CCc1ccc(Cl)c(Cl)c1,3,14,-0.1,4,-1,2,0.0,50*
O=C(Nc1ccc(F)cc1)N1CCCCN2[C@H](CO)[C@H](c3ccc(-c4ccccc4F)cc3)[C@H]2C1,-4,6,.,-44,-1,.,.,60*
C[C@@H]1CN([C@@H](C)CO)S(=O)(=O)c2ccc(C#CC3CC3)cc2O[C@@H]1CN(C)Cc1ccc(F)cc1,6,-9,0.7,-5,0,-2,-0.8,-3
O=C(NC1CCCCCC1)C1C2C=CC3(CN(Cc4cccnc4)C(=O)C13)O2 (configuration not stated),2,8,0.1,-2,-1,-5,0.2,-6
O=C(NCCCc1ccccc1)c1ccc([N+](=O)[O-])cc1Cl,2,0,0.1,5,4,38,0.3,-4
C[C@H](NC(=O)c1[nH]cnc1C(=O)Nc1ccccc1)c1ccccc1,-2,-2,-0.4,7,0,3,0.1,-15
Cc1ccc(S(=O)(=O)N(C)C[C@H]2OCCCC[C@H](C)Oc3ccc(NS(=O)(=O)c4ccc(F)cc4)cc3C(=O)N([C@@H](C)CO)C[C@@H]2C)cc1,3,-18,0.2,1,3,2,0.0,3
Cc1cc(C(=O)Nc2ccc3c(c2)C(=O)N(C)[C@@H]2CC[C@H](CC(=O)NCc4ccc(-c5ccccc5)cc4)O[C@@H]2CO3)no1,2,-6,0.4,10,1,-11,0.2,15
COc1cc2c(cc1OC)C(c1ccccc1)N(C(=O)c1ccco1)CC2 (configuration not stated),-7,4,-0.2,-1,.,-9,0.3,-14
COc1ccc(C(=O)NCCCNC(=O)c2ccccn2)cc1Br,-1,2,.,-4,-2,-2,0.0,-9
CN(C)CCNc1ncnc2c1ncn2[C@H]1CN(Cc2ccc3c(c2)OCO3)C[C@@H](CO)O1,-15,-4,.,-1,-2,-3,-0.1,-7
COc1cc(OC)c(NC(C)C(=O)N2CCCC2)cc1Cl (configuration not stated),-3,8,-0.4,-1,-4,.,0.1,-1
CCCCOc1ccccc1C1NC(=O)NC(C)=C1C(=O)OCc1ccco1 (configuration not stated),-5,-2,.,0,2,2,.,-21
CCOc1ccc(S(=O)(=O)N2CCN(Cc3ccccc3)CC2)cc1,4,-5,11,-1,4,-7,0.0,-7
